# Screening data deposited in PubChem by National Center for Advancing Translational Sciences (NCATS).
# Pf Dd2 inh – qHTS Primary assay for Inhibitors of Plasmodium falciparum Dd2 growth in vitro | Potency, µM (series often up to 28.9 µM), for inactives: at the top dose activity, negative = inhibition, usual class: inhibitors | hit rate 4.3% among 120,000 | P. falciparum Dd2 growth, SYBR Green, 72 h; active = well fitted inhibition curve with a large enough effect; inconclusive = small, poorly fitted or top-dose-only effect; inactive = no such curve, though single readings can be large or run the other way;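 also: plate controls were DMSO vehicle for no effect and reference drug for full effect; nearly all actives have a fitted effect of over 65% in size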
#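 Infected erythrocytes (Dd2, 0.3% parasitemia, 2.5% hematocrit final) are added to compound in RPMI-1640/Albumax II medium, grown 72 h at 37C in low oxygen, then lysed with saponin/Triton-X containing SYBR Green and read by fluorescence.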
# * marks the source's active call; other numbers are inactive results; i = inactive; ? = inconclusive; [ ] = dose if it differs, or a comment. Potency is read from the fitted curve at half-maximal effect. Not all compounds are listed; count on the stated rates, not on these rows.
# Sample of the layout:
SMILES,Pf Dd2 inh
CCn1c(C2CCCNC2)nn(Cc2noc(-c3ccc(C)cc3)n2)c1=O (configuration not stated),-20.2%
CCc1nc2c(c(-c3ccc(Cl)cc3)n1)CCN(Cc1ccccc1)CC2,i
CCOc1ccc(CCNC(=O)c2cn(-c3ccc(OC)cc3)c(=O)c3ccccc23)cc1OCC,?
CN(C)c1ccc(-c2noc([C@@H]3CCCN3Cc3cnc4ccccc4c3)n2)cn1,?
O=C(CCC1CCCN(S(=O)(=O)c2cccc(F)c2)C1)NC1CCCCC1 (configuration not stated),i
O=C(CCCc1ccccc1)NCCc1noc(-c2cccnc2)n1,i
CCn1cc(S(=O)(=O)N2CCCCCCNC(=O)[C@@H]3CCCC[C@@H]32)cn1,7.9%
FC(F)(F)CN1C2CCC1CN(c1nnc(Cl)c3ccccc13)C2,0.708µM*
CN(C)[C@@H]1CN(C(=O)C2CCC2)CC[C@@H]1CO,-2.9%
CCc1ccc(CNC(=O)c2ccc3c(Cl)c4c(nc3c2)CCCC4)cc1,16.7%
Cc1cc(-c2nccc3c(=O)cc(N4CCOCC4)oc23)ccn1,-21.8%[44.1 µM]
CCS(=O)(=O)N1CCC(Oc2ncccc2C(=O)N(C)C)C1 (configuration not stated),6.2%
Cc1c(CCNC(=O)c2ccc(Br)o2)sc2nc(-c3ccc(F)cc3)nn12,-23.3%
CCOC(=O)c1cccc(NC(=O)NC(C)c2c(-n3cccc3)sc3c2CCN(C)C3)c1 (configuration not stated),?
COCc1cc(CC2(NCc3ccccc3Cl)COC2)no1,-18.7%[44.1 µM]
O=C(NCc1nnc2ccc(-c3ccc(F)cc3)nn12)c1ccc(Cl)s1,?

# Main list, previewed entries included:
SMILES,Pf Dd2 inh
CCn1c(C2CCCNC2)nn(Cc2noc(-c3ccc(C)cc3)n2)c1=O (configuration not stated),-20.2%
CCc1nc2c(c(-c3ccc(Cl)cc3)n1)CCN(Cc1ccccc1)CC2,i
CCOc1ccc(CCNC(=O)c2cn(-c3ccc(OC)cc3)c(=O)c3ccccc23)cc1OCC,?
CN(C)c1ccc(-c2noc([C@@H]3CCCN3Cc3cnc4ccccc4c3)n2)cn1,?
O=C(CCC1CCCN(S(=O)(=O)c2cccc(F)c2)C1)NC1CCCCC1 (configuration not stated),i
O=C(CCCc1ccccc1)NCCc1noc(-c2cccnc2)n1,i
CCn1cc(S(=O)(=O)N2CCCCCCNC(=O)[C@@H]3CCCC[C@@H]32)cn1,7.9%
FC(F)(F)CN1C2CCC1CN(c1nnc(Cl)c3ccccc13)C2,0.708µM*
CN(C)[C@@H]1CN(C(=O)C2CCC2)CC[C@@H]1CO,-2.9%
CCc1ccc(CNC(=O)c2ccc3c(Cl)c4c(nc3c2)CCCC4)cc1,16.7%
Cc1cc(-c2nccc3c(=O)cc(N4CCOCC4)oc23)ccn1,-21.8%[44.1 µM]
CCS(=O)(=O)N1CCC(Oc2ncccc2C(=O)N(C)C)C1 (configuration not stated),6.2%
Cc1c(CCNC(=O)c2ccc(Br)o2)sc2nc(-c3ccc(F)cc3)nn12,-23.3%
CCOC(=O)c1cccc(NC(=O)NC(C)c2c(-n3cccc3)sc3c2CCN(C)C3)c1 (configuration not stated),?
COCc1cc(CC2(NCc3ccccc3Cl)COC2)no1,-18.7%[44.1 µM]
O=C(NCc1nnc2ccc(-c3ccc(F)cc3)nn12)c1ccc(Cl)s1,?
COc1ccc(-c2cc(C(=O)NC(C)c3ccccc3)c3cc(C(C)C)ccc3n2)cc1 (configuration not stated),5.8%
O=C(CCS(=O)(=O)c1nc(-c2cccs2)cc(C(F)(F)F)n1)Nc1cc(Br)ccc1O,?
Cc1ccccc1-c1nc(CN2CCC(C(=O)NCc3ccccc3Cl)CC2)c(C)o1,-6.6%
CCOC(=O)c1ccc(NC(=O)Nc2c[nH]c(=O)[nH]c2=O)cc1,4.5%
N#Cc1cccc(CN2C[C@H](O)C[C@H]2c2nc(CS(=O)(=O)c3ccc(F)cc3)no2)c1,i
O=C(CCC1CCCN(S(=O)(=O)c2ccccc2)C1)N1CCCCC1 (configuration not stated),i
O=C(C1CCCN(S(=O)(=O)c2cccc3nsnc23)C1)N1CCN(c2ccccc2)CC1 (configuration not stated),?
CS(=O)(=O)N1CCC(C2CCN(C(=O)c3ccc4nc[nH]c4c3)C2)CC1 (configuration not stated),-8.0%
CCc1ccccc1NC(=O)Cn1c(=O)n(-c2ccccc2)c(=O)c2oc3ccccc3c21,13.6%
COC(=O)c1ccc(NC(=O)CCc2c(C)nc3c(-c4ccccc4)c(C)nn3c2C)cc1,?
CCCS(=O)(=O)NCC1Cn2cccc2C(=O)N1CCOC (configuration not stated),20.5%
COCc1cc(=O)n(CC(=O)Nc2ccc(C)cc2)c(N2CCOCC2)n1,3.5%
CCCc1ccc(OC(C)c2nc(-c3ccc(-n4cccc4)cc3)no2)cc1 (configuration not stated),27.2%
COc1ccc(-c2ccccc2)cc1N1C(=O)[C@@H]2C[C@H]1CN2Cc1nc[nH]c1C,?
COc1cc(OC)cc(C(=O)NC2CCN(c3cc(-c4ccc(F)cc4)[nH]n3)C2)c1 (configuration not stated),-19.5%
O=C(c1cccc2[nH]ccc12)N1CCC(Cc2nncn2Cc2ccccc2)C1 (configuration not stated),-6.8%
COc1ccccc1CC(=O)N1CCC2(CC1)N=C(c1ccc(C)cc1)NO2,?
CC(=O)NC1(C)CCCN(Cc2cccc(Nc3cccc(C#N)c3)c2)C1 (configuration not stated),?
CCc1ccccc1NC(=O)N1CCCn2nc(C)cc21,47.6%[activator]
Cc1ccc(F)c(OC2(C(=O)O)CCN(CC3[C@H]4CNC[C@@H]34)CC2)c1 (some centres not stated),-3.8%
Cc1noc(C)c1S(=O)(=O)N1CCCC(Cc2nncn2C)C1 (configuration not stated),-7.1%
Cc1cc(-c2nn(-c3ccccc3F)cc2CN(C)C(C)c2ccon2)c(C)s1 (configuration not stated),?
CCc1noc(-c2cccn3c(CNC(=O)Cc4ccc(C)cc4)nnc23)n1,i
c1ccc(-c2noc(CC3CCOC4(CCN(Cc5cccnc5)CC4)C3)n2)cc1 (configuration not stated),?
O=C(c1n[nH]c2ccccc12)N1C[C@@H](CO)[C@H](c2ccccn2)C1,?
Cc1noc(-c2cn(C3CCCN(C(=O)c4ccc(C)c(F)c4)C3)nn2)n1 (configuration not stated),i
Cc1ccc2oc3c(c(=O)c2c1)C(c1cccc(O)c1)N(CCCN1CCOCC1)C3=O (configuration not stated),1.5%
Fc1ccc(CN2CCc3nc(N4CCN(c5ccccc5F)CC4)ncc3C2)c(F)c1,?
Cc1ccccc1-c1ncc(CN(C)C(C)c2ccon2)s1 (configuration not stated),-16.7%
N#Cc1ccc(CN2CCC3(C2)NC(=O)c2ccccc2O3)cc1 (configuration not stated),-20.6%[44.1 µM]
Cc1noc(C)c1CCNC(=O)C1CCCN(S(C)(=O)=O)CCC(=O)NCC1 (configuration not stated),10.7%
CC(=O)Nc1ccc(NC(=O)C2CCN(c3c(NC(C)=O)c(C)nn3-c3ccccc3)CC2)cc1,63.0%[activator]
CN1CCCC1CCn1nc(C2CCNCC2)n(Cc2ccccc2)c1=O (configuration not stated),-3.9%
Cc1ccc(N2CCC(NC(=O)Cc3ccccc3C)C2=O)cc1C (configuration not stated),i

# Remaining list, next part.
SMILES,Pf Dd2 inh
O=C(Nc1cccc(F)c1)N1CC(Oc2ccc(-c3noc(C4CCOCC4)n3)cc2)C1,-67.7%
O=C(Cc1ccc(Cl)cc1)Nc1ccc2oc(-c3ccccc3)nc2c1,30.1%[activator]
CC(C)(C)C(=O)N[C@H]1C[C@@H](Cc2cc(COc3ccccc3)on2)C1(C)C,-6.7%[44.1 µM]
COc1ccc(C(=O)N2CCc3nc(C(C)C)nc(-c4ccc(O)cc4)c3C2)cc1,8.91µM*
O=C(NCC1Cn2cccc2C(=O)N1Cc1ccccc1)c1ccncc1 (configuration not stated),-6.8%
Cc1ccc2c(c1)N(C(=O)CCC(=O)NCc1ccccc1Cl)CC(C)O2 (configuration not stated),11.6%
Cc1ccc(CCN2CCCC23Cc2ccccc2CNC3=O)cc1 (configuration not stated),?
Cn1c(COc2cccc(CN3CCCC3)c2Cl)nnc1C1CC(N)C1 (configuration not stated),-14.0%
Cc1cc(C)c2c(CC(=O)N3CCc4c(nc[nH]c4=O)C3)coc2c1C,-10.6%
COc1ccc(F)cc1C(=O)N1CCC2(CC1)CNC(C(=O)O)C2 (configuration not stated),-11.7%
CC1=NOC2(CCCN(CC3CCCCC3)C2)C1 (configuration not stated),1.9%[44.1 µM]
CCn1nccc1C(=O)N1C[C@@H](CO)[C@H](c2ccccn2)C1,27.4%
OC[C@@H]1CNC[C@H]1C1CCN(Cc2cccc(F)c2)CC1,i
Cc1cccc(OCC(=O)N2CCC(n3cc(-c4nc(C(C)C)no4)nn3)CC2)c1,7.1%
COCC(=O)NC1CCC12CCN(C(=O)c1ccc3ccccc3n1)CC2 (configuration not stated),i
CCNC(=O)N[C@H]1CO[C@H]2[C@@H]1OC[C@H]2OC(=O)Nc1ccc(C(C)=O)cc1,17.0%[44.1 µM]
CC1=C(C(=O)Nc2cccnc2)C(c2ccc(F)cc2)n2nc(SCc3ccccc3)nc2N1 (configuration not stated),i
CC1CCCN(c2nc3c(S(=O)(=O)c4ccc(C(C)C)cc4)nnn3c3ccsc23)C1 (configuration not stated),?
O=C(c1ccco1)n1nc(-c2ccccc2)nc1NCc1ccc(Cl)cc1,i
Cc1ccc(NC(=O)Cn2ccn3nc(-c4ccccc4)c(CO)c3c2=O)cc1F,i
CSCC(=O)NCCC[C@H](NC(=O)[C@@H]1[C@@H](NC(=O)Nc2cccc(SC)c2)CCN1C(=O)CSC)C(N)=O,2.2%
Cc1ccc(C(=O)N2CCCC3(C2)C(=NC2CCCCC2)NC(=O)N3c2cc(F)cc(F)c2)cc1 (configuration not stated),-24.6%
N#Cc1cccc(-c2ccnc(N[C@H]3CO[C@H]4[C@@H]3OC[C@H]4OC(=O)Nc3cccc4ccccc34)n2)c1,11.2µM*
COc1ccc(OC)c(NC(=O)c2cnc(Nc3ccc(C)c(Cl)c3)c3ccccc23)c1,?
COc1ccc(-c2cc(C(=O)Oc3ccc(C#N)cc3)no2)cc1,34.3%[activator]
CCc1nc2c(=O)n(CC(=O)NC(C)c3ccc(F)cc3)nc(C)c2s1 (configuration not stated),i
CC[C@H]1CN(Cc2ccc(OC)cc2O)CC[C@H]1CC(=O)N(C)CC#N,?
Cc1ccc(-n2nc(C)c([C@@H]3C=C[C@@H](NC(=O)Nc4ccc(Cl)cc4)C3)c2C)cc1Cl,?
Cc1ncc2n1C(=O)N(C1CCN(C(=O)c3ccccc3Cl)CC1)C2,9.8%
Cc1ccc(NC(=O)Cn2c(-c3ccc(Cl)cc3)nc(C)c(CCO)c2=O)cc1C,-20.1%
COc1cccc(OCc2cc(C(=O)NC(CO)CO)n[nH]2)c1,-4.3%
Cc1c(Cl)cccc1-c1ccc(/C=C(\C#N)c2nc3ccccc3[nH]2)o1,i
COc1ccc(CC(=O)Nc2ccc([C@H]3OCC(=O)N(Cc4ccccc4)[C@@H]3CO)cc2)cc1,i
CCc1noc([C@@H]2CC(F)(F)CN2C(=O)c2ccn(CC)n2)n1,28.8%
CCOCC(=O)N1CCCN(S(C)(=O)=O)c2ccccc21,10.4%
COc1ccc(N2CCN(C(=O)c3ccc(CS(=O)c4cccc(C)c4)o3)CC2)cc1 (configuration not stated),?
COc1ccc(C(=O)NCCc2ncc(C)n2CC2CC2)cn1,8.0%
CN1CCCC2(CCN(S(=O)(=O)c3ccc(F)c(F)c3F)C2)C1=O (configuration not stated),-23.8%
O=C(Cc1ccc(F)cc1)N1CCC(c2nc3c(nnn3Cc3ccc(F)cc3)c(=O)[nH]2)CC1,?
COc1ccc(CNc2nc3c(-c4ccccc4)nnn3c3ccccc23)cc1,13.4%
CN(Cc1ccccc1)C(=O)[C@@H]1Cc2nc[nH]c2CN1Cc1ccc(C(=O)O)cc1,4.8%[44.1 µM]
C[C@H]1[C@@H]2[C@@H](O)C([C@H](C)C(=O)NCc3ccccn3)CC[C@@]2(C)CC[C@@H]1NC(=O)c1ccccc1 (some centres not stated),?
COc1ccc(-c2cc(C(F)(F)F)n3nc(C(=O)Nc4sc5c(c4C#N)CCC(C)C5)cc3n2)cc1OC (configuration not stated),64.8%[activator]
COC(=O)c1c(NC(C)=O)c2cc(NC3CCN(C(C)=O)CC3)cnc2n1CC1CCCO1 (configuration not stated),-0.7%
CNC(=O)[C@@H]1CN(Cc2ccc(Cl)c(F)c2)C[C@H]1CO,-27.4%
O=C(N1CCN(c2ncccn2)CC1)C1(c2ccc(Cl)cc2)CCOCC1,-25.9%
COc1ccc(CNC(=O)C[C@@H]2[C@H](O)CCC3[C@](C)(CO)[C@H](OC(=O)NC4CCCCC4)CC[C@]32C)cc1 (some centres not stated),-14.1%
COc1ccc(C)cc1NC(c1nnc(-c2ccccc2)o1)c1ccc(F)cc1Cl (configuration not stated),?
COc1ccccc1-c1[nH]nc2ncc(-c3ccccc3C)nc12,12.6µM*
Cc1ccc2nc(CN(C)Cc3cc(=O)c4cc(C(N)=O)ccc4[nH]3)[nH]c2c1,i

# The listing continues.
SMILES,Pf Dd2 inh
CCCC(=O)N1CCN(C2CCN(CCc3ccccc3)C2=O)CC1 (configuration not stated),-1.5%
CC1=NOC2(CCN(C(=O)c3ccc(C(F)(F)F)cc3)C2)C1 (configuration not stated),-15.7%[44.1 µM]
COc1cc2c(cc1OC1CCCC1)NC(=O)C21CCN(C(=O)c2ccnn2C)CC1,i
CC(=O)Nc1ccc(S(=O)(=O)N2CC[C@H](c3nnc(C)o3)C2)cc1,23.8%[44.1 µM]
CNC(=O)[C@@H]1CN(C(=O)CCn2cccn2)C[C@H]1COC,5.7%
